# PPARg SRC-2 ag: agonists of PPARg-SRC-2 recruitment, primary screen, biochemical, HTS. Peroxisome proliferator-activated receptor gamma (Homo sapiens), P37231. PPARgamma LBD-SRC-2 recruitment. activation, % at 8 µM. actives 0.34% (n = 200,000). AID 1032, 2008; in the data active means activation above about 22%;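 further: 0% = vehicle and 100% = reference agonist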
# PPARg SRC-3 ag: PPARgamma agonists recruiting SRC-3 coactivator, primary screen, biochemical. Peroxisome proliferator-activated receptor gamma (Homo sapiens), P37231. biochemical PPARgamma/SRC-3 coactivator recruitment assay. activation, % at 8 µM. actives 0.26% (n = 200,000). AID 731, 2007; in the data active means activation above about 23%;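 further: 0% = DMSO and 100% = reference agonist; some compounds past the cut are filed as inactive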
# TLR4-MyD88 BLA: inhibitors of TLR4-MyD88 association in cells, primary screen, cell-based, HeLa CL3-4, BLA complementation, FRET ratio | actives 0.18% (n = 200,000) | HeLa CL3-4 TLR4/MyD88 BLA complementation | inhibition, % at 8.4 µM | Toll-like receptor 4 (Homo sapiens) + Myeloid differentiation primary response protein …; in the data active means inhibition above about 25%;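 further: 0% = vehicle and 100% = reference inhibitor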
# Target sequence (O00206 whole entry, looked up): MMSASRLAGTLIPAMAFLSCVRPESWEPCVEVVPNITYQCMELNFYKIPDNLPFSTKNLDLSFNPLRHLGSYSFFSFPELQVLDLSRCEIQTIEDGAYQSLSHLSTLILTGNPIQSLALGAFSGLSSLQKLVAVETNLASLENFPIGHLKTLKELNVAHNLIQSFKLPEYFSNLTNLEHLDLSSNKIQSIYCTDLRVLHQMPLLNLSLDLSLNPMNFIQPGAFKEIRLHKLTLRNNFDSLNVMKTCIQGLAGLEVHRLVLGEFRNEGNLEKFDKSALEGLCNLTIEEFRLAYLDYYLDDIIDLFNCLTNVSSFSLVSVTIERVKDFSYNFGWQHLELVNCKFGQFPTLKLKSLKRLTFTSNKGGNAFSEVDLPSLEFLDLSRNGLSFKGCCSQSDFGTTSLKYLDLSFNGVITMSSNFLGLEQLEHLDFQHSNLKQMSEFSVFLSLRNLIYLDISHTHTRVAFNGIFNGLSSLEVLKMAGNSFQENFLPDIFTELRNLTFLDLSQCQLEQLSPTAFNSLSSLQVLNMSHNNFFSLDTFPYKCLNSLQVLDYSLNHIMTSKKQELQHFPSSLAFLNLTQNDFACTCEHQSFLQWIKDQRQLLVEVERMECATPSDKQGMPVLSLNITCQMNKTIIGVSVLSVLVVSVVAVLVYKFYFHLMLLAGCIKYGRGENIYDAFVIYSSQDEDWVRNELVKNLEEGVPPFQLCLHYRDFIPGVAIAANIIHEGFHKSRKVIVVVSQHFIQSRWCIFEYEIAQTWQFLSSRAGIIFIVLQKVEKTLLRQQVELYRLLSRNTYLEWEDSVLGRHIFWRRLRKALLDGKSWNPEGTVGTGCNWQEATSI
# Target sequence (Q99836 whole entry, looked up): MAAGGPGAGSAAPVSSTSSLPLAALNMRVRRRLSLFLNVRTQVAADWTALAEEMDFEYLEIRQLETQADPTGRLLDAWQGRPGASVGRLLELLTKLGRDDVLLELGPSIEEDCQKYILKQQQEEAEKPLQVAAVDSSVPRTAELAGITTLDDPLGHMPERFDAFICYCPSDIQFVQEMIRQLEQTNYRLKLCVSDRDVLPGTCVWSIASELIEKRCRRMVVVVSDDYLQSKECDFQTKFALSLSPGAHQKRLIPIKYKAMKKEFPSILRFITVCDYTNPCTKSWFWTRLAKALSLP
# STAT1 inh: STAT1 signaling inhibitors, primary screen, cell-based, HTS, luciferase reporter | NIH 3T3 STAT1-luciferase reporter, IFN-gamma, luminescence | inhibition, % at 5.5 µM | actives 0.35% (n = 200,000) | AID 920, 2007;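 active means inhibition above a set limit, the mean inhibition across all tested compounds plus 3 SD, cut at about 34% in these data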;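 further: 0% = IFN-gamma with DMSO and 100% = IFN-gamma with 300 µM nifuroxazide; values of inactives mirror those of a sister screen read the other way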
# STAT3 act: IL-6 driven STAT3 reporter potentiators, primary screen, U3A cells, luciferase, luminescence, MLSCN library; IL-6 STAT3-luciferase reporter; 100% = signal with IL-6 EC80 alone; activation (% of control), % at 5.6 µM; actives 0.91% (n = 190,000); AID 871, 2007;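 active means activation above the screen-wide mean of compound activation plus 3 SD, cut at about 130% in these data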;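 further: 0% = background luminescence of wells with medium and substrate only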
#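 system = STAT3-luciferase reporter U3A cells | reagent = IL-6 stimulus at 33 ng/mL final | timing = 1 h compound pre-exposure, 6 h IL-6 stimulation, 37 °C | measured by = luminescence | evaluation = % activation versus median of IL-6-stimulated wells | control set = IL-6-only wells as 100% reference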
# STAT3 blocker: IL-6 driven STAT3 reporter inhibitors, primary screen, U3A cells, luciferase, luminescence, MLSCN library; actives 0.89% (n = 190,000); IL-6 STAT3-luciferase reporter; host cell line lacks STAT1; AID 862, 2007; inhibition, % at 5.5 µM;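 active means inhibition above the mean inhibition across all screened compounds plus 3 SD, cut at about 44% in these data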;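 further: 0% = DMSO only wells and 100% = 100 µM nifuroxazide control wells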
# PPARg SRC-1 ag: PPARgamma agonists recruiting SRC-1 coactivator, primary screen, biochemical; PPARgamma-SRC-1 coactivator recruitment biochemical assay; Peroxisome proliferator-activated receptor gamma (Homo sapiens), P37231; actives 0.41% (n = 200,000); activation, % at 8 µM; AID 631, 2007; in the data active means activation above about 19%;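 further: 0% = DMSO and 100% = reference agonist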
# RAM inhibit: inhibitors of the yeast RAM network, primary screen, dse1pr::URA3 reporter, 5-FOA selection; AID 868, 2007; S. cerevisiae dse1pr::URA3 reporter, 5-FOA growth OD615, 2 d; analog-sensitive cbk1-as2 kinase mutant strain; inhibition, % at 50 µM; actives 1.8% (n = 190,000);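 active means inhibition above a set limit, 3 SD over mean compound inhibition, cut at about 8.4% in these data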;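 further: 0% = DMSO-only wells with no growth and 100% = 10 µM 1-NA-PP1 full growth; inhibition rescues growth on 5-FOA so higher OD means more RAM inhibition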
# S1P3 antagonist: S1P3 receptor antagonists, primary screen, cell-based; Sphingosine 1-phosphate receptor 3 (Homo sapiens), Q99500; CHO S1P3 NFAT-BLA reporter, FRET fluorescence, antagonist mode; inhibition, % at 4.98 µM; actives 0.27% (n = 170,000); AID 485, 2006;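 active means inhibition above the plate cutoff, the mean inhibition of test wells on that plate plus 3 SD, cut at about 28% in these data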;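 further: cells challenged with S1P at its EC80 of 0.8 µM; blue over green emission ratio from cleaved BLA substrate after 4 h stimulation; 0% = S1P-stimulated wells and 100% = unstimulated DMSO-only wells; some compounds past the cut are filed as inactive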
# ROMK mod: ROMK potassium channel modulators, primary screen, cell-based, thallium flux, MLSMR library. Tet-inducible ROMK, thallium flux fluorescence; actives lie on both sides. B-score at 10 µM. actives 2% (n = 130,000);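 active means signal ratio slope over the read window, or its plate-corrected B-score, at least 3 SD from the plate mean, either direction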;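 further: B-score of the F/F0 ratio slope over 7 to 12 s after thallium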
# TR-FRET SRC-2 ct: TR-FRET signal artefacts, primary screen, artefact control for PPARgamma SRC-2 agonist project, biochemical. TR-FRET artefact counter-screen; hits give high values. TR-FRET ratio at 8 µM. actives 0.4% (n = 200,000). AID 1049, 2008; in the data active means TR-FRET ratio above about 2000; further: inactives centre near 1500
# Starred values were filed as active, the others as inactive; / = no result given.
SMILES,PPARg SRC-2 ag,PPARg SRC-3 ag,TLR4-MyD88 BLA,STAT1 inh,STAT3 act,STAT3 blocker,PPARg SRC-1 ag,RAM inhibit,S1P3 antagonist,ROMK mod,TR-FRET SRC-2 ct
NP(=O)(OCC(F)(F)F)Oc1cccc2ccccc12 (configuration not stated),10,1,-4,1,93,7,-2,1.2,-3,-1,1776
O=c1c2ccccc2nc(-c2ccccc2)n1-c1cccc(O)c1,17,4,-16,-3,91,17,9,0.5,-11,-0.42,1610
Cc1cc(=O)[nH]c(SCc2nc3ccccc3c(=O)n2-c2ccccc2C)n1,-1,0,-1,25,98,5,-11,-0.6,-11,0.78,1431
O=C(COc1ccc(Cl)cc1)N1CCN(C/C=C/c2ccccc2)CC1,10,12,4,5,97,4,8,1.5,/,-1.5,1646
COc1cccc(-n2c(C)nc3ccccc3c2=O)c1,19,3,11,-2,100,4,-2,1.5,/,-0.058,1694
CCCC(C)(COC(N)=O)COC(=O)NC(C)C (configuration not stated),-2,3,-11,-13,94,9,7,2.1,1,/,1629
O=[N+]([O-])c1ccc(N2CCNCC2)cc1NC1CC1,-3,0,-4,-3,110,0,-13,1.2,/,/,1438
COc1cc(OC)cc(C(=O)Nc2ccc(Br)cc2C(=O)c2ccccc2)c1,-10,-3,-22,3,107,-3,-6,1.4,-4,/,1427
CC(C)Oc1cc(-n2c(=S)[nH]c3ccccc3c2=O)c(Cl)cc1Cl,2,2,0,7,98,9,4,3.2,/,/,1707
O=[N+]([O-])c1ccc(NCCO)c2ncccc12,1,4,-2,2,94,6,6,-1.4,4,-1,1532
O=c1c2ccccc2nc(CNCc2ccco2)n1-c1ccc(F)cc1,5,-2,-10,7,95,7,8,0.4,2,-0.14,1483
N#CC(C#N)=Cc1ccc(-c2ccccc2F)o1,2,-3,-22,17,88,13,-2,1.6,-13,/,1526

# In the list so far, these have a nitro group on carbon.
SMILES,PPARg SRC-2 ag,PPARg SRC-3 ag,TLR4-MyD88 BLA,STAT1 inh,STAT3 act,STAT3 blocker,PPARg SRC-1 ag,RAM inhibit,S1P3 antagonist,ROMK mod,TR-FRET SRC-2 ct
O=[N+]([O-])c1ccc(N2CCNCC2)cc1NC1CC1,-3,0,-4,-3,110,0,-13,1.2,/,/,1438
O=[N+]([O-])c1ccc(NCCO)c2ncccc12,1,4,-2,2,94,6,6,-1.4,4,-1,1532

# Back to the main list, repeating the five entries before the break.
SMILES,PPARg SRC-2 ag,PPARg SRC-3 ag,TLR4-MyD88 BLA,STAT1 inh,STAT3 act,STAT3 blocker,PPARg SRC-1 ag,RAM inhibit,S1P3 antagonist,ROMK mod,TR-FRET SRC-2 ct
COc1cc(OC)cc(C(=O)Nc2ccc(Br)cc2C(=O)c2ccccc2)c1,-10,-3,-22,3,107,-3,-6,1.4,-4,/,1427
CC(C)Oc1cc(-n2c(=S)[nH]c3ccccc3c2=O)c(Cl)cc1Cl,2,2,0,7,98,9,4,3.2,/,/,1707
O=[N+]([O-])c1ccc(NCCO)c2ncccc12,1,4,-2,2,94,6,6,-1.4,4,-1,1532
O=c1c2ccccc2nc(CNCc2ccco2)n1-c1ccc(F)cc1,5,-2,-10,7,95,7,8,0.4,2,-0.14,1483
N#CC(C#N)=Cc1ccc(-c2ccccc2F)o1,2,-3,-22,17,88,13,-2,1.6,-13,/,1526
CN1CCc2c(c(N3CCCCC3)nc3n[nH]c(N)c23)C1,8,4,-12,11,94,10,7,1.4,/,/,1665
O=C(Cn1c(=O)c(C(F)(F)F)nc2ccccc21)N1CCC2(CC1)OCCO2,-7,-14,1,-2,99,4,0,-0.1,-4,/,1609
C#CCOc1cc(C2C3=C(COC3=O)Nc3cc4c(cc32)OCO4)ccc1OC (configuration not stated),-2,2,-10,0,104,2,4,2.1,6,3.5*,1690
O=C1CN=C(c2ccc(F)cc2)c2oc3ccccc3c2N1,-5,0,17,12,91,21,1,-0.2,-8,0.33,1393
CC(C)N1CCN(Cc2cccc3c2OCO3)CC1CCO (configuration not stated),0,2,-18,-2,96,10,15,0.1,9,0.52,1504
CC1=CC(=C2C(=O)NC(=S)NC2=O)C=C(C(F)(F)F)N1C,6,2,-6,1,95,6,1,-1.2,/,2,1700
O=C1C2CCN(CC2)C1Cc1ccccc1O (configuration not stated),4,-1,5,-4,98,4,-7,0.7,/,/,1690
CCc1ccc(CN2CCN(Cc3cc(Br)ccc3O)CC2)cc1,-13,-3,2,-2,102,0,5,-0.2,-26,-1.6,1560
CNC(=O)ON(C(=O)NC)C1N(C)C(=S)SC1(C)C (configuration not stated),-15,6,-4,2,97,6,1,0.8,-55,-0.35,1651
CCC(=O)OC1(c2ccccc2)CCN(C)CC1C (configuration not stated),1,3,-4,2,102,-1,0,0.2,-15,-0.083,1646
COc1ccc(N2C(=O)/C(=C/c3cc(C)n(-c4ccc(C)cn4)c3C)C(=O)NC2=S)c(OC)c1,-4,0,-8,-12,95,9,-12,6.2,-16,-1.7,1173
Cc1ccc(C2N(c3cc(C)on3)C(=O)C3CCCN32)cc1 (configuration not stated),6,14,4,-4,95,13,5,0.2,-19,/,1686

# 2 entries from above, with values under each structure:
# Order of values: PPARg SRC-2 ag	PPARg SRC-3 ag	TLR4-MyD88 BLA	STAT1 inh	STAT3 act	STAT3 blocker	PPARg SRC-1 ag	RAM inhibit	S1P3 antagonist	ROMK mod	TR-FRET SRC-2 ct
- CC(C)N1CCN(Cc2cccc3c2OCO3)CC1CCO (configuration not stated)
 : 0	2	-18	-2	96	10	15	0.1	9	0.52	1504
- CC1=CC(=C2C(=O)NC(=S)NC2=O)C=C(C(F)(F)F)N1C
 : 6	2	-6	1	95	6	1	-1.2	/	2	1700

# (list continues)
SMILES,PPARg SRC-2 ag,PPARg SRC-3 ag,TLR4-MyD88 BLA,STAT1 inh,STAT3 act,STAT3 blocker,PPARg SRC-1 ag,RAM inhibit,S1P3 antagonist,ROMK mod,TR-FRET SRC-2 ct
O=[N+]([O-])c1cc(F)c(N2CCCCCC2)cc1N1CCNCC1,-4,-1,2,-11,103,-3,9,-0.4,6,-1.1,1576
Clc1cccc(N2CCNCC2)n1,-9,6,-4,-6,99,11,2,1.5,-17,0.4,1560
CC(=O)OC1(c2ccccc2)CC(C(C)(C)C)CN(C(C)(C)C)C1 (configuration not stated),-2,8,5,0,102,2,7,1.3,-8,-0.22,1516
Cc1ccc(NP(=O)(Oc2ccccc2F)Oc2ccccc2F)cc1,-3,4,-3,-5,107,-3,-10,7.6,/,/,1358
O=C(CN1CCCCC1)c1ccccc1Cl,-2,-1,-5,-9,102,-3,3,0.3,-2,/,1546
O=C(NC(=C(Cl)Cl)P(=O)(c1ccccc1)c1ccccc1)c1ccccc1,6,-1,-18,5,107,-11,5,0.9,-15,-0.48,1717
Cc1c(C=O)c2ccccc2n1Cc1ccc([N+](=O)[O-])cc1,-2,3,-10,12,98,6,6,1.4,0,-1.1,1590
COc1ccc(CN2CCN(c3ccccc3)CC2)c(C)c1C,-4,-10,4,9,96,10,0,-0.1,16,/,1396
CC1CN=C(NCCc2ccccc2)S1 (configuration not stated),5,6,3,2,94,13,2,1.1,-9,-0.016,1563
Cc1cc(/C=C2\C(=O)NC(=S)N(C)C2=O)c(C)n1C1CCCCC1,3,4,-3,-3,80,27,9,5.2,5,/,1612
CN=C(SCc1ccccc1)c1c(O)n(C)c(=O)n(C)c1=O,1,0,9,12,101,7,-1,/,3,-0.4,1376
O=C1CC(=O)N(c2ccc3c(c2)OCO3)C(=O)N1,-1,-7,11,11,101,1,-3,0.3,2,0.56,1504

# Looked up above.
# `Cc1ccc(NP(=O)(Oc2ccccc2F)Oc2ccccc2F)cc1` – TLR4-MyD88 BLA = -3
# `CC(=O)OC1(c2ccccc2)CC(C(C)(C)C)CN(C(C)(C)C)C1` (configuration not stated) – TLR4-MyD88 BLA = 5

# Going on with the list:
SMILES,PPARg SRC-2 ag,PPARg SRC-3 ag,TLR4-MyD88 BLA,STAT1 inh,STAT3 act,STAT3 blocker,PPARg SRC-1 ag,RAM inhibit,S1P3 antagonist,ROMK mod,TR-FRET SRC-2 ct
CCc1nnc(NS(=O)(=O)c2ccc(N=Cc3c(O)n(-c4ccc(Cl)cc4)c(=O)[nH]c3=O)cc2)s1,1,3,1,-11,101,2,7,0.6,-11,0.81,1476
O=P(O)(O)COc1ccccc1O,-4,-5,5,-2,101,4,0,-0.4,-34,/,1540
COc1ccc(C(=O)C2CCCN(Cc3ccc(C)s3)C2)c(OC)c1 (configuration not stated),4,0,-3,13,95,10,-16,-0.1,0,-1.4,1337
CCOC(=O)c1c(/N=C/c2c(O)n(-c3cccc(C)c3)c(=O)[nH]c2=O)sc2c1CCCC2,4,-2,-9,4,91,11,-2,2.0,5,-0.71,1652
Nc1nnc(CCN2CCCCC2)s1,9,1,-11,-3,115,-13,-4,0.9,-15,/,1434
COc1ccc(CC2(CCc3ccncc3)C(=O)NC(=O)NC2=O)cc1OC,-1,-3,2,-11,95,9,-5,2.0,-10,0.53,1616

# Screening data deposited in PubChem BioAssay by several laboratories.

# The list is partial. The share of hits here may be higher or lower than overall.
